# SUMO1 PPI mod – SUMO1-SIM interaction modulation; P63165; SUMO1 binding to a labelled peptide, TR-FRET, 1 h; inhibition, % at 20 µM; hit rate 0.33% among 360,000; AID 602429; in the data active = inhibition above about 37%
# Target sequence (P63165 whole entry, looked up): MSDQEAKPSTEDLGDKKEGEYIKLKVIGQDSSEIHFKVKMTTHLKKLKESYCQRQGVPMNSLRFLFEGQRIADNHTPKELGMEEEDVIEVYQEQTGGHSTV
# STEP block – blocks human striatal-enriched tyrosine phosphatase; P54829; recombinant STEP, OMFP fluorogenic substrate, fluorescence; inhibition, % at 20 µM; hit rate 0.25% among 360,000;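 active = inhibition at 20 µM, scaled per plate between control wells, above about 37%, limit read from the data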;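 also: 0% = DMSO with enzyme and substrate and 100% = substrate only without enzyme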
#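 Assay system: isolated STEP enzyme. Buffer or medium: pH 6.0 Bis-Tris with DTT and Tween 20. Also added: fluorogenic phosphatase substrate OMFP at 25 µM final. Dosing: 20 µM, 1% DMSO. Timing: 20 min reaction, room temperature, in the dark. Measured by: fluorescence intensity, excitation 480 nm, emission 540 nm. Evaluation: normalized % inhibition.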
# TbMetRS inhib – Trypanosoma brucei MetRS inhibition | AID 624268 | inhibition, % at 11.9 µM | purified T. brucei MetRS, ATP depletion, Kinase-Glo luminescence | hit rate 0.4% among 360,000;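 active = inhibition above a per-plate cutoff of the control wells' mean inhibition plus 3 SD, cut at about 5.5% in these data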;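 also: 0% = DMSO wells median and 100% = median of wells with control inhibitor compound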
#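 Measured by: Kinase-Glo luciferase luminescence reporting remaining unconsumed ATP. Material: purified T. brucei MetRS enzyme. Doses: 11.9 µM compound single dose, 0.9% DMSO. Medium: HEPES buffer containing pyrophosphatase, BSA, spermine, DTT. Times: 15 min preincubation, 2 h reaction, all 25 °C. Reagent: methionine, ATP and bulk E. coli tRNA.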
# LMPTP block – blocks human LMPTP phosphatase; inhibition, % at 20 µM; hit rate 0.22% among 360,000; P24666; AID 651560; recombinant LMPTP-A, OMFP fluorogenic substrate, fluorescence intensity;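 active = compounds that cut the enzyme signal by at least half of the control window in the single-dose screen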;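 also: plate controls were DMSO wells with enzyme plus substrate for no effect and substrate without enzyme for full effect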
#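 Test system: LMPTP-A phosphatase enzyme. Amount: LMPTP-A at 0.625 nM final in the reaction. Reagent: OMFP substrate, 400 µM final. Times: 50 min at room temperature. Signal: endpoint fluorescence intensity from OMFP dephosphorylation. Read-out basis: % inhibition. Benchmarks: no-enzyme and uninhibited controls.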
# MsrA inh – inhibits bovine methionine sulfoxide reductase A. purified bovine MsrA, absorbance read-out. inhibition, % at 15.5 µM. hit rate 0.75% among 360,000. AID 651718; in the data active = inhibition above about 4.5%;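 also: 0% = vehicle wells with enzyme and 100% = reference inhibitor wells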
# DNMT1 inh – DNMT1 (human) enzyme inhibition; DNMT1 molecular beacon, Hinp1I cleavage, fluorescence; inhibition (reported as % activation of signal), % at 10 µM; hit rate 0.83% among 360,000; AID 588458; in the data active = inhibition above about 50%
# bovine MsrA act – bovine methionine sulfoxide reductase A activation | purified bovine MsrA, absorbance read-out | activation, % at 10.6 µM | hit rate 0.3% among 360,000 | AID 602163; in the data active = activation above about 7.5%;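 also: 0% = vehicle and 100% = reference activator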
# NRP1-CendR mod – modulators of CendR peptide binding to human neuropilin-1. O14786. FAM-RPARPAR peptide binding to NRP-1, fluorescence polarization. inhibition, % at 25 µM. hit rate 0.85% among 360,000. AID 602438;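 active = inhibition or corrected inhibition above about 18%, plus a signal ratio from 0.5 to 1.5, limit read from the data, passing the limit was not always enough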; also: strong numbers were not always called active
# Target sequence (O14786 whole entry, looked up): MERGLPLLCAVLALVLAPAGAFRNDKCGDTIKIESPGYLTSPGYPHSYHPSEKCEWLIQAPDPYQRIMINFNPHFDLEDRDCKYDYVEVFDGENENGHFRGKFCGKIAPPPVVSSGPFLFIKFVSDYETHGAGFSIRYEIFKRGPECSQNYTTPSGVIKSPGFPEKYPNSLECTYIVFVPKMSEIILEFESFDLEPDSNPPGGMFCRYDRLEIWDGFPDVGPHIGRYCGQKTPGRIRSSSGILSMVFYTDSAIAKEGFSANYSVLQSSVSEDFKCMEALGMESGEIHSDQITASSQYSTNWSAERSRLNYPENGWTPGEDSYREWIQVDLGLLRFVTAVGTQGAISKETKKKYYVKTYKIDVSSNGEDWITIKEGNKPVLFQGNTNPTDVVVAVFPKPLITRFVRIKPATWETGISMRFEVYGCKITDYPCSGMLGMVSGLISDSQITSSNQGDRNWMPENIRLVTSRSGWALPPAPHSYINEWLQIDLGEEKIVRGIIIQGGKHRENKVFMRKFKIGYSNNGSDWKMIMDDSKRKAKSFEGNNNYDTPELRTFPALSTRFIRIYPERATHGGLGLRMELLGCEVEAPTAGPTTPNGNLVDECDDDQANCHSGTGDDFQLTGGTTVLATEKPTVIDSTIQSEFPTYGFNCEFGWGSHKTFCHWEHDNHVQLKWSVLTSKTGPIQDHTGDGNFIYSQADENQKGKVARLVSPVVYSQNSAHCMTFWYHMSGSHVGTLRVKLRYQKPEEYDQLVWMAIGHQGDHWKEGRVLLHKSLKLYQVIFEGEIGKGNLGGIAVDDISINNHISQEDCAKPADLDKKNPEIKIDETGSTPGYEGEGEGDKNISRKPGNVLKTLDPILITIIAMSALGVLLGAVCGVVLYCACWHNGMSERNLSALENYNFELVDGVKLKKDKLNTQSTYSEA
# E coli Lon inh – inhibitors of E. coli Lon protease. AID 602123. purified E. coli Lon protease, fluorescence polarization. inhibition, % at 7.94 µM. hit rate 0.42% among 360,000; in the data active = inhibition above about 13%, passing the limit was not always enough;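 also: 0% = enzyme with probe and DMSO and 100% = no enzyme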
# Scp-1 inhibitor – Scp-1 (human) phosphatase inhibition; Q9GZU7; Recombinant Scp1, phosphopeptide, malachite green phosphate absorbance; inhibition, % at 20 µM; hit rate 0.88% among 340,000; AID 493091;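 active = inhibition above about 50% at 20 µM, limit read from the data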;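 also: plate controls were DMSO wells with enzyme for no effect and wells lacking enzyme for full effect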
#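 Assay system: SCP-1 catalytic fragment, aa 76-261 | Buffer or medium: Tris acetate buffer pH 5.5 with MgCl2 and Tween-20 | Compound: One concentration, 20 µM, with 1.0% DMSO | Also added: Phospho 17-mer peptide substrate | Signal: Absorbance at 630 nm | Incubation: 45 min enzyme reaction at room temperature | Measure: % inhibition of SCP-1 phosphate liberation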
# * hit, by the source's call; nt = not tested or not shown.
SMILES,SUMO1 PPI mod,STEP block,TbMetRS inhib,LMPTP block,MsrA inh,DNMT1 inh,bovine MsrA act,NRP1-CendR mod,E coli Lon inh,Scp-1 inhibitor
CC(C)(C)Cc1nnc(NC(=O)c2ccc([N+](=O)[O-])cc2)s1,-22,2,-1.1,-0.9,0.1,2,-7,-11,0,-7
OCC1(CCc2ccccc2)CCN(Cc2cc(F)ccc2-n2cccn2)CC1,-1,0,-0.5,0.2,1.1,-3,-3,-43,6,-13
O=C(CCCCCN1C(=O)c2ccccc2C1=O)Nc1nccs1,-7,2,-0.9,-1.9,-0.8,-7,-1,2,-5,1
CC(=O)Nc1ccc(S(=O)(=O)Oc2cccc(/C=C3\SC(N)=NC3=O)c2)cc1,-9,1,0.5,0.8,3.7,-2,-3,-1,-6,-1
COc1ccccc1N1CCN(C(CNS(=O)(=O)c2ccccc2)c2cccnc2)CC1 (stereo not drawn),-1,6,0.2,-0.7,nt,-12,2,1,-2,0
O=C(N1CCOCC1)N1CCN(S(=O)(=O)c2ccc(Cl)cc2)CC1,-5,2,1.1,-1.8,0.5,-1,-3,4,3,-6
Cc1cccc(C)c1NC(=O)CN1CCN(C(=O)c2ccc(OCc3cn4ccccc4n3)cc2)CC1,4,1,-0.3,5.4,0.2,2,-3,30*,-7,-15
COC(=O)CN1C(=O)C(O)(CC(=O)c2ccc(C)cc2)c2ccccc21 (stereo not drawn),-3,-4,-1.7,1.1,-1.8,0,-11,-1,-6,-1
CN1C(C(=O)c2ccccc2)=C(N)c2ccccc2S1(=O)=O,-2,-3,-0.4,-0.8,1.1,-2,-2,8,-3,-2
CC1(C)CC(=NOC(=O)c2ccccc2)CC(C)(C)N1,1,0,-0.8,-0.4,nt,1,-3,-9,-2,-3
CCOc1ccc(-n2c(N)c(C(=O)NCc3ccco3)c3nc4ccccc4nc32)cc1,3,1,-1.6,5.9,nt,-11,-9,-15,-16,-2
CCOc1cc(/C=C/c2ccc3cccc([N+](=O)[O-])c3n2)ccc1OCC(=O)N(C)C,-15,0,-0.8,0.3,3.5,-5,-3,0,2,2
O=C(CNc1ccc(Br)cc1)Nc1ccc(S(=O)(=O)N2CCCCC2)cc1,-1,-4,-0.2,3.0,-1.0,-14,-2,5,0,nt
CCOc1ccc(NC(=O)COC(=O)CCC(=O)c2cccs2)cc1,-5,-2,-0.4,1.1,0.4,4,-10,9,-18,-2
Cc1nn(Cc2ccccc2Cl)c2sc(C(=O)OC3CCCC3=O)cc12 (stereo not drawn),-1,-1,-0.5,2.2,0.1,-2,6,-22,-10,-12
CCOC(=O)C1CCc2sc(N)c(C#N)c21 (stereo not drawn),-2,1,-0.4,-1.2,1.6,-1,-4,-6,-4,4
O=C(Nc1c2c(nn1-c1cccc(Cl)c1)CS(=O)(=O)C2)C1CC1,-1,2,-0.3,-1.9,-0.8,0,-3,6,-5,-10
CN(C)CCCOc1ccc2c(c1)Sc1ccccc1CC2=O,0,-2,-0.9,1.4,0.4,0,-5,-6,-4,-7
COc1ccccc1NC(=O)COc1ccc(C(=O)NC2CCCc3ccccc32)cc1OC (stereo not drawn),3,0,-0.5,1.4,-1.0,-1,-1,10,-7,-5
O=C(NCc1ccc(Cl)cc1Cl)c1ccc2nc[nH]c2c1,6,1,0.2,-1.3,-0.5,5,-2,-6,6,-7
CN(C)CC(=O)Nc1nc(-c2ccccc2)cs1,0,2,-1.0,0.1,-1.0,0,-2,-4,4,-12
O=C(CCCOc1ccc(Cl)cc1Cl)Nc1ccccc1C(=O)O,10,3,1.8,-0.3,1.2,-2,0,-3,-10,-5
N=C1C(c2nc3ccccc3[nH]2)=C(O)CN1C1CCCCC1,1,2,0.7,-0.6,-0.3,1,-1,0,-10,3
O=C(CC1C(=O)NCCN1Cc1cccc(F)c1)NC1CCCCCC1 (stereo not drawn),-3,-1,0.2,-0.6,0.1,-3,-2,0,3,-11
OCCN(CCO)c1nc(-c2ccccc2)nc2c1oc1ccccc12,8,-3,0.7,0.7,-0.2,-4,-2,3,-2,-4
CCN(CCCNC(=O)CCCN1C(=O)COc2ccc(C)cc21)c1cccc(C)c1,1,5,-0.3,0.6,-1.2,-13,-2,0,0,0
O=C(Nc1ccc(S(=O)(=O)N2CCc3ccccc32)cc1)C(F)(F)F,10,0,-0.4,-0.5,-0.2,2,6,3,-15,-14
S=c1nc(-c2csc3c2CCCC3)[nH][nH]1,7,6,-0.2,0.1,0.3,3,5,-21,4,-10
CC(C)C[C@@H](CN)NC(=O)c1nc[nH]c1C(=O)N[C@@H](C)C(=O)CNC[C@H](CC(C)C)NC(=O)c1nc[nH]c1C(=O)N[C@@H](CC(=O)O)C(=O)O,7,-2,0.1,-3.0,-0.9,4,-2,8,-1,4
O=S(=O)(Cc1ccccc1)Nc1ccc(Br)cn1,-2,0,-0.5,1.0,1.9,-1,-3,10,10,5

# Three of the compounds above, with tabs.
Compound	SUMO1 PPI mod	STEP block	TbMetRS inhib	LMPTP block	MsrA inh	DNMT1 inh	bovine MsrA act	NRP1-CendR mod	E coli Lon inh	Scp-1 inhibitor
CCN(CCCNC(=O)CCCN1C(=O)COc2ccc(C)cc21)c1cccc(C)c1	1	5	-0.3	0.6	-1.2	-13	-2	0	0	0
OCCN(CCO)c1nc(-c2ccccc2)nc2c1oc1ccccc12	8	-3	0.7	0.7	-0.2	-4	-2	3	-2	-4
O=S(=O)(Cc1ccccc1)Nc1ccc(Br)cn1	-2	0	-0.5	1.0	1.9	-1	-3	10	10	5

# Continued.
SMILES,SUMO1 PPI mod,STEP block,TbMetRS inhib,LMPTP block,MsrA inh,DNMT1 inh,bovine MsrA act,NRP1-CendR mod,E coli Lon inh,Scp-1 inhibitor
CN(C)S(=O)(=O)c1ccc(N2CCCC2)c(C(=O)Nc2ccccc2N2CCOCC2)c1,0,-1,-0.2,-0.9,0.6,-2,-2,5,0,-1
COc1ccccc1N1CCN(C(=O)c2ccc3[nH]c(C)c(C)c3c2)CC1,5,9,0.9,0.9,0.8,-1,-2,3,-10,-7
C=CCN(CC=C)C(=O)c1cccc(S(=O)(=O)N2c3ccccc3CC2C)c1 (stereo not drawn),7,-1,-0.6,-1.2,2.0,0,-4,-2,0,-1
CN(C)/C(=N\S(=O)(=O)c1ccccc1)c1ccc(Cl)cc1,0,-2,-0.6,-1.8,-0.3,3,-2,-9,2,-13
Cn1c(C(=O)N2CCCC(C(=O)NCc3cccs3)C2)cc2sccc21 (stereo not drawn),0,0,0.2,-0.9,1.7,-2,-1,-5,-3,-13
CCCc1cc(=O)[nH]c(SCC(=O)NCc2ccc3c(c2)OCO3)n1,-3,0,0.4,-1.7,-0.5,-1,-3,12,-12,-1
COc1ccccc1OCC(=O)Nc1ccc(N2CCCCC2)cc1,1,-1,0.0,1.6,0.4,-7,-1,-25,-7,-3
CCC(C(=O)NC1CC1)n1nc(C)c2c(C)n(-c3ccccc3)nc2c1=O (stereo not drawn),-7,-3,0.2,-0.3,0.2,0,-3,-9,1,1
Cc1[nH]ccc2cc3nc4ccccc4c3cc12,-34,0,-0.1,86*,1.4,48,-3,-2,-9,nt
CC1(O)c2ccccc2C(=O)N1CCc1ccccc1F (stereo not drawn),-4,-2,-0.9,0.1,0.9,-15,-5,-2,-1,-7
CCOC(=O)/C(=C/Nc1ccccc1)[N+](=O)[O-],-4,-2,-1.1,-0.3,0.4,1,-3,10,-6,0
CC(C)(C)OC(=O)NCCc1nnc(SCC(=O)Nc2cccc(Cl)c2)o1,3,2,-0.2,-1.0,-0.4,1,-5,-6,-4,-12
Cc1ccc(NC(=O)CN2C(=O)S/C(=C\c3ccccn3)C2=O)cc1,0,3,0.3,-1.2,-0.5,34,-4,-1,3,-8
Nc1nonc1-n1nnc(C(=O)N/N=C/c2ccc(F)cc2)c1-c1cccs1,1,-2,0.3,1.2,2.1,8,-4,-20,9,-5
CCOC(=O)Cn1cc(/C=C(\C#N)C(=O)N2CCOCC2)c2ccccc21,-17,0,0.1,-0.4,0.8,-1,-4,-3,2,-9
NC(=O)COC(=O)c1ccc2noc(-c3ccccc3)c2c1,-27,-1,-0.6,1.1,0.5,-2,-6,-4,-14,-4
Cn1c2ccsc2c2ncn(Cc3ccccc3F)c(=O)c21,-14,-1,0.2,0.6,1.1,0,-2,6,-5,-8
COc1cc(/C=N/n2c(C)n[nH]c2=S)ccc1OCc1ccc(F)cc1,-6,-3,0.5,-0.5,-0.1,-3,1,6,4,-7
CC(=O)N1CCN(C(=O)c2ccc(OC3CCN(CCc4ccccc4)CC3)cc2)CC1,4,-1,-0.2,-1.6,0.9,-1,-3,3,2,-7
CCn1c(SCC(=O)Nc2ccc(N(C)C)cc2)nnc1-c1cccc(C)c1,1,-2,-1.2,0.3,-0.1,-8,-9,-12,-1,-4
C#CCN(C[C@H]1[C@H](OC(=O)NC2CCCC2)[C@H](OC(=O)NC2CCCC2)C[C@@H](C(=O)OC)[C@H]1C(=O)OC)S(=O)(=O)c1ccc(C)cc1,2,5,-0.7,0.3,-0.3,-6,-2,0,2,nt
O=C(COc1ccc(Br)cc1)NN1C(=O)c2ccccc2C1=O,-3,1,-0.2,0.7,-1.2,-5,-3,16,3,-7
CCCC(c1nnnn1Cc1cccs1)N1CCN(C)CC1 (stereo not drawn),4,-1,-0.8,-2.7,0.6,3,-7,1,-1,5
Cc1cccc(C)c1OCc1nnc(SCC(=O)Nc2nccs2)o1,1,-2,0.6,-0.1,0.3,-1,-4,-6,-8,0
COc1ccc(C(=O)COC(=O)CCC(=O)c2cccs2)cc1,-4,0,-0.5,0.8,0.7,-3,-5,7,-5,-13
Cc1cc(C(=O)N/N=C2\CC(=O)c3ccccc32)c(C)n1-c1ccc(F)cc1,0,3,-1.4,4.1,0.5,-16,-9,5,1,1
C=CCOc1cccc(C2C(C(=O)c3ccc(C)o3)=C(O)C(=O)N2Cc2ccncc2)c1 (stereo not drawn),-7,3,-0.5,1.1,2.5,4,0,-12,-3,0
COC(=O)[C@@H]1C[C@@]2(O)[C@H](O)[C@H](O)[C@H](O)C[C@H]2N1Cc1cc(F)ccc1F,-2,-2,-0.1,-0.5,-0.4,4,-5,7,-9,4
Cc1cc(C)c(NC(=S)N2CCCC2C(=O)O)c(C)c1 (stereo not drawn),0,1,-0.7,0.8,-0.5,2,-4,17,10,-4
CNC(=S)NNC(=O)c1sccc1OCc1cccc(C(F)(F)F)c1,2,3,-0.3,-0.3,0.2,7,-1,4,-8,-11

# High-throughput results as filed in PubChem BioAssay.
